TRPC4 agonist: activators of mouse TRPC4 channel, primary screen, Fluo4 calcium, HEK293 TRPC4beta/mu-opioid cells. Fluo4 calcium fluorescence; active compounds read high. B-score at 10 µM. Short transient receptor potential channel 4 (Mus musculus), Q9QUQ5. AID 2237, 2010. 310,000 tested, 0.49% active;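 active = B-score above 5 SD of library B-scores, and initial fluorescence ratio not above library mean plus 5 SD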;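 also: positive B-score marks a calcium rise read as TRPC4 activation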
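Material: TRPC4beta and mu-opioid receptor HEK293 stable cells | Incubation: 45 min room-temperature Fluo4 loading, 110 s read | Detection: Kinetic Fluo4 calcium fluorescence | Measure: Integrated baseline-normalised fluorescence ratio, converted to per-well B score | Benchmarks: Low control buffer alone, high control maximal DAMGO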
IEC-6 cytotox: cytotoxicity in IEC-6 intestinal epithelial cells, primary screen, cytotoxicity control for KLF5 inhibitor project, cell-based, luminescence; IEC-6 cytotoxicity, luminescence viability; inhibition, % at 5 µM; 290,000 tested, 0.78% active; AID 1825, 2009; in the data active = inhibition above about 22%;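 also: 0% = plate median of test compound wells and 100% = cytotoxic reference compound wells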
TRPC6 inhibitor: mouse TRPC6 channel inhibitors, primary screen, cell-based, HEK293, membrane potential dye; Short transient receptor potential channel 6 (Mus musculus), Q61143; ACh-evoked depolarization; active compounds read low; B-score at 10 µM; 310,000 tested, 1.1% active; AID 2553, 2010;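 active = B-score under library mean minus 3 SD, initial fluorescence not abnormally high, positive integrated signal ratio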;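 also: B-score derived from integrated fluorescence ratio over the kinetic read; more negative B-score means stronger inhibition of depolarization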
Target sequence (Q61143 whole entry, looked up): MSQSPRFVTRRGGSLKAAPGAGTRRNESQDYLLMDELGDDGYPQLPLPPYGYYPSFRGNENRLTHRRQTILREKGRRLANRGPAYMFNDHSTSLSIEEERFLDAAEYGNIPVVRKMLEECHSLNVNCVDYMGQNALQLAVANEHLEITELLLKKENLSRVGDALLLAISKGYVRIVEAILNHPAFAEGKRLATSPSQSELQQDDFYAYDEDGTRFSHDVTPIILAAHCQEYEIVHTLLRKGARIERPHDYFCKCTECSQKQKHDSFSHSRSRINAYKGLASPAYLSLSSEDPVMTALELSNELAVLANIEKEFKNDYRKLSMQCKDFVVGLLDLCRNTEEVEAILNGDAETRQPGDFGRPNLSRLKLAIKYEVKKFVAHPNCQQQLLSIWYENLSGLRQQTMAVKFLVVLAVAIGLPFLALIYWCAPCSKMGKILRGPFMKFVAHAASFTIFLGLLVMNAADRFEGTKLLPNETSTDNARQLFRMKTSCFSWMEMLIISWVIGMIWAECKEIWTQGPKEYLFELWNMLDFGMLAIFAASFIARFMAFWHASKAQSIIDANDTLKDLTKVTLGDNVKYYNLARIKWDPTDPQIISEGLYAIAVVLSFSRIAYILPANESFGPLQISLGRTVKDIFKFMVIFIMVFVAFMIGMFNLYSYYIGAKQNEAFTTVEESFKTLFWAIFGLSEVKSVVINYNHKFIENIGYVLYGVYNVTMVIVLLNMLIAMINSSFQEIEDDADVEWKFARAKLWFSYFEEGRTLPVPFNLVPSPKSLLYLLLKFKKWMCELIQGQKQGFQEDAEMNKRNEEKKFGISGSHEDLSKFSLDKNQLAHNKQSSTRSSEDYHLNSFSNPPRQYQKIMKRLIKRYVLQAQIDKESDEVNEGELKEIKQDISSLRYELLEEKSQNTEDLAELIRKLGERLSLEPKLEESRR
TRPC4 block: inhibitors of mouse TRPC4 channel, primary screen, Fluo4 calcium, HEK293 TRPC4beta/mu-opioid cells. 300,000 tested, 0.39% active. B-score at 10 µM. DAMGO-evoked Fluo4 calcium flux; active compounds read low;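 active = B-score over 3 SD under the library average, no early fluorescence shift, positive overall ratio signal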
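Assay system: HEK293 cells with stable TRPC4beta plus mu-opioid receptor expression; Probe or stimulus: DAMGO in two steps, submaximal then maximal; Dosing: single-point compound dosing; Measured by: Fluo4 calcium-dye fluorescence, kinetic read; Read-out basis: B score from integrated Fluo4 fluorescence ratio.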
aSyn UTR inh: MLPCN primary screen, SNCA 5' untranslated region. alpha-synuclein 5'UTR reporter, inhibitor activity. inhibition, % (tested at 7.5 µM). 300,000 tested, 0.82% active. AID 1813, 2009; in the data active = inhibition above about 60%;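 also: H4 neuroglioblastoma cells stably carrying SNCA 5'UTR luciferase fusion; 0% = DMSO wells and 100% = positive control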
KLF5 inhibitor: KLF5 expression inhibitors, primary screen, DLD-1 cells, luminescence; DLD-1 KLF5 promoter-luciferase reporter; inhibition, % at 5 µM; 290,000 tested, 0.23% active; AID 1700, 2009;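 active = inhibition above a per-plate limit of that plate's mean compound inhibition plus 3 SD, cut at about 60% in these data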;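 also: 0% = DMSO wells and 100% = LY294002 at 200 µM; higher means less KLF5 promoter-driven luciferase light; inactives centre near -14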
TRPC6 act: mouse TRPC6 channel activators, primary screen, cell-based, HEK293, membrane potential dye; B-score at 10 µM; Short transient receptor potential channel 6 (Mus musculus), Q61143; AID 2550, 2010; 310,000 tested, 0.13% active; HEK293-TRPC6 membrane potential dye fluorescence; active compounds read high;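 active = B-score of the integrated fluorescence ratio above library mean plus 3 SD, and starting fluorescence ratio within library mean plus 5 SD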;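 also: higher score means more depolarization so channel activation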
SKKanGAS inh: S. pyogenes SKKanGAS growth inhibitors in kanamycin, primary screen, streptokinase expression inhibitor project, SKKanGAS strain, BacTiter-Glo luminescence | 6 h | inhibition, % at 7.5 µM | 300,000 tested, 1.3% active | AID 1662, 2009;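 active = mean replicate score, as percent of positive control median, at least 50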;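 also: strain carries kanamycin resistance gene driven by streptokinase promoter and grows in 40 µg/ml kanamycin; loss of luminescence reflects streptokinase promoter inhibition or plain growth inhibition; 0% = median of DMSO wells and 100% = positive control at its reference dose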
TRPC4 potent: positive allosteric modulators of TRPC4, primary screen, cell-based, mouse TRPC4beta, HEK293 mu-opioid, Fluo-4 calcium. AID 2227, 2009. B-score at 10 µM. DAMGO EC20, Fluo-4 Ca2+ flux; active compounds read high. Short transient receptor potential channel 4 (Mus musculus), Q9QUQ5. 310,000 tested, 0.42% active;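 active = B-score of calcium response area above 5 SD of library B-scores, with initial fluorescence ratio within 5 SD of library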;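 also: B-score of integrated fluorescence ratio over time as area under calcium response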
MrgX1 antag: antagonists of human MrgX1 receptor, primary screen, HEK293 cells, Fluo-4 calcium flux; BAM8-22 antagonism; active compounds read low; B-score at 10 µM; AID 588676, 2011; 310,000 tested, 1.3% active; Mas-related G-protein coupled receptor member X1 (Homo sapiens), Q96LB2;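 active = calcium-response B-score plate-corrected more than 3 library SD below zero, starting fluorescence within 5 deviations, no agonist response on first addition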;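 also: peak minus trough fluorescence over baseline after final BAM8-22 challenge near maximal dose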
HIF act: HIF pathway transcriptional activators, primary screen, cell-based, U2OS HRE-luciferase, luminescence. U2OS HRE-luciferase reporter; normalized: DMSO 0%, desferrioxamine 100%. activation, % at 7.5 µM (by protocol). 300,000 tested, 0.32% active;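 active = mean activation of at least 10% of the iron chelator positive control signal, with at least half of replicates also reaching 10%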
An asterisk follows results filed as active; i = inactive; . = not tested or not shown. Compounds were not picked by outcome. About 5.8% of those tested had a hit in this group.

mol	TRPC4 agonist	IEC-6 cytotox	TRPC6 inhibitor	TRPC4 block	aSyn UTR inh	KLF5 inhibitor	TRPC6 act	SKKanGAS inh	TRPC4 potent	MrgX1 antag	HIF act
O=C1CC(NS(=O)(=O)c2ccc3ccccc3c2)CN1c1ccccc1 (stereo not drawn)	i	.	i	i	5	.	i	0	i	i	-0.2
CCCCC(CC)CNC(=O)c1cc2ccccc2c(=O)o1 (stereo not drawn)	i	0	i	i	18	-32	i	0	i	i	0.1
COc1ccc(NC(=O)C(F)(F)F)cc1OC	i	4	i	i	20	-5	i	-2	i	i	-0.4
CC12CCC(C(=O)NCC3CCCO3)(OC1=O)C2(C)C (stereo not drawn)	i	4	i	i	4	-11	i	-3	i	i	-0.1
Cc1c(NC(=O)Nc2ccc(Cl)c(Cl)c2)sc(=S)n1C	i	-5	i	i	18	-11	i	45	i	i	-1.3
CC1CCCCC1NC(=O)CSc1nnc(N)s1 (stereo not drawn)	i	1	i	i	-4	-9	i	-6	i	i	-0.1
O=C(NCCSc1ccccc1)c1ccco1	i	-4	i	i	-162	-119	i	-1	i	i	1.3
COc1cc(C(=O)N(Cc2ccccn2)CC2CCCO2)cc(OC)c1OC (stereo not drawn)	i	2	i	i	11	-7	i	0	i	i	-0.4
COc1ccc(OCc2cc(C(=O)NCc3cccc(C)n3)no2)c(Cl)c1	i	-1	i	i	-65	-85	i	29	i	i	1.8
CCCc1cc(=O)[nH]c2nnc(SCC(=O)Nc3cc(C)on3)n12	i	.	i	i	-5	.	i	6	i	i	0.0
Cc1c(NC(=S)NC(=O)c2ccc(Cl)cc2)c(=O)n(-c2ccccc2)n1C	i	.	i	i	6	.	i	-2	i	i	-0.6
CCOc1ccc(OCCCC(=O)NCCc2ccc(OC)cc2)cc1	i	-1	i	i	-14	-29	i	-5	i	i	-0.6
Cc1cc(N2CCCCC2)nc(SCc2ccc(C#N)cc2)n1	i	-5	i	i	7	15	i	-3	i	i	-0.9
CCOc1ccc(NC(=O)N(CCCN2CCOCC2)Cc2cccnc2)cc1	i	5	i	i	-9	-10	i	0	i	i	0.2
O=C(NCCN1CCN(c2ccccc2F)CC1)C1CC(=O)N(C2CCCC2)C1 (stereo not drawn)	i	0	i	i	14	-24	i	-4	i	i	-0.6
O=C(O)c1ccccc1NC(=S)NC(=O)c1sc2ccccc2c1Cl	i	5	i	i	-22	-1	i	.	i	i	3.6
NC(=S)NNC(=O)c1ccccc1	i	-2	i	i	-6	-18	i	2	i	i	0.3
CCOC(=O)N1CCN(C2CCCN(C(=O)c3ccccc3SC)C2)CC1 (stereo not drawn)	i	1	i	i	0	-21	i	2	i	i	-0.4
Cc1cc(C)c(S(=O)(=O)N2CCN(c3ccc([N+](=O)[O-])c(NCc4ccco4)c3)CC2)c(C)c1	i	-2	i	i	5	-5	i	-5	i	i	0.1
Cc1cccc(NC(=S)NNC(=O)c2csc(C(C)C)c2)c1	i	0	i	i	-211	-138	i	0	i	i	5.2
CCOC(=O)C1=C(C)NC2=C(C(=O)CCC2)C1c1ccsc1 (stereo not drawn)	i	-3	i	i	13	-16	i	5	i	.	-0.4
N#Cc1c(NC(=O)CCn2cnc3ccccc3c2=O)oc(-c2ccccc2)c1-c1ccccc1	i	-2	i	i	13	16	i	24	i	i	0.0
Cc1cccc(C)c1NC(=S)N(Cc1ccco1)C1CCN(C(C)C)CC1	i	-10	i	i	-1	-18	i	-7	i	i	0.0
O=C(CSc1nnc(-c2cccs2)n1Cc1ccco1)c1ccc2c(c1)OCO2	i	-3	i	i	3	-10	i	10	i	i	0.1
CCOc1nc(N(C)C)nc(-n2nnc(C(C)=O)c2C)n1	i	1	i	i	0	22	i	-1	i	i	-1.4
N#CC(c1nc2ccccc2nc1OCCO)S(=O)(=O)c1ccccc1 (stereo not drawn)	i	-7	i	i	7	-1	i	9	i	i	-0.7
COc1ccc(OC)c(CC(NC(C)=O)C(=O)NC2CCN(c3c(Cc4ccccc4)c(C)nc4ncnn34)CC2)c1 (stereo not drawn)	i	0	i	i	2	-28	i	0	i	i	-0.1
CCOC(=O)C[N+](C)(C)CCOC1CC2CCC1(C)C2(C)C (stereo not drawn)	i	0	i	i	-6	18	i	4	i	i	-0.2
O=C(CN1CCCN(Cc2ccc(F)cc2Cl)C1=O)NCc1ccccc1	i	-1	i	i	16	4	i	3	i	i	-0.4
COC(=O)CCCC(=O)NC1CCCc2c1cnn2-c1ccc(F)cc1F (stereo not drawn)	i	3	i	i	-3	-20	i	-2	i	i	0.7
CCOC(=O)c1cnn(Cc2ccccc2Cl)c1N	i	-4	i	i	12	-41	i	2	i	i	0.2
O=C1CCCC2=C1C(c1ccc(O)c(O)c1)Nc1ccc3ncccc3c12 (stereo not drawn)	i	-2	i	i	-7	-10	i	1	i	i	0.3
Cc1cc(=O)[nH]c(/N=C(\N)Nc2ccc(Oc3ccccc3)cc2)n1	i	7	i	i	1	-3	i	-4	i	i	0.3
O=C(Nc1ccccc1C(=O)N/N=C/c1ccc(F)cc1)c1ccccc1Br	i	5	i	i	-10	-7	i	5	i	i	-0.3
Cc1nc(S(=O)(=O)N2CCOCC2)c(C#N)c(C)c1Cl	i	-6	i	i	-100	-18	i	-4	i	i	-0.1
O=C(c1ccc2snnc2c1)N1CCN(c2ccccn2)CC1	i	1	i	i	-7	8	i	4	i	i	-0.1
CCOC(=O)c1sc(=NC(=O)c2cc(OC)c(OC)c(OC)c2)n(C)c1C	i	-4	i	i	-26	-16	i	-3	i	i	-0.2
Cc1c(C(=O)N2CCCCC2)c(S(=O)(=O)NCCc2ccc(S(N)(=O)=O)cc2)c(C)n1C	i	-11	i	i	9	-28	i	4	i	i	1.3
COc1ccc(NC(=O)CCSc2ccc(C)cc2)cc1S(=O)(=O)Nc1ccccc1Cl	i	-2	i	i	17	4	i	14	i	i	-0.3
O=C(Nc1ccc(C2CC2(Cl)Cl)cc1)c1ccccc1Br (stereo not drawn)	i	-2	i	i	-73	-72	i	-1	i	i	2.0
CCNc1nc(NCC)n2c(SCC(=O)Nc3ccccc3F)nnc2n1	i	.	i	i	-6	.	i	9	i	i	0.2
CCOC(=O)c1ccccc1NC(=O)C1CCN(c2ncnc3sc(C)c(C)c23)CC1	i	.	i	i	7	.	i	26	i	i	-1.6
O=C(CCC(=O)N1CCN(c2ccc(F)cc2)CC1)N1CCN(c2ccc(F)cc2)CC1	i	-6	i	i	8	-27	i	3	i	i	0.5
O=c1c(Cc2ccccc2)c(O)ccn1CCc1cnc[nH]1	129*	-2	i	i	5	-25	i	0	i	i	-0.2
COc1ccccc1C1NC(=O)CCC1[N+](=O)[O-] (stereo not drawn)	i	-1	i	i	4	-6	i	2	i	i	-0.4
O=C(NNC1CC(=O)N(c2ccc(Br)cc2)C1=O)c1cccs1 (stereo not drawn)	i	-5	i	i	4	1	i	3	i	i	0.3
CC(=O)OCCCCON1C(=O)c2ccccc2C1=O	i	7	i	i	1	-2	i	0	i	i	0.3
Cc1ccc(NCC(O)C(O)C(O)CO)cc1C (stereo not drawn)	i	-1	i	i	24	-19	i	1	i	i	-0.4
CC1CCN(S(=O)(=O)c2ccc(Oc3ccc([N+](=O)[O-])cc3)cc2)CC1	i	0	i	i	6	-18	i	-3	i	i	-0.3
O=C(CSc1ccc([N+](=O)[O-])cn1)Nc1ccc2c(c1)OCO2	i	-4	i	i	-6	-15	i	0	i	i	0.8
O=[N+]([O-])c1cccc(CNCc2ccccc2)c1	i	0	i	i	1	-2	i	1	i	i	-0.1
Cc1ccc(C)c(S(=O)(=O)N2CCN(C(=O)c3ccc(-n4cncn4)c([N+](=O)[O-])c3)CC2)c1	i	.	i	i	19	.	i	-9	i	i	-0.7
CCCC(=O)Nc1cc2c(cc1C(=O)c1ccccc1)OCCO2	i	5	i	i	11	-3	i	-1	i	i	-0.3
CCOc1ccccc1-c1nc(-c2ccc(NC(=O)Cc3ccc(OC)cc3)cc2)no1	i	0	i	i	-61	-24	i	2	i	i	-3.0
CN1CCN(C(=O)CN(C2CCCCC2)S(=O)(=O)c2ccccc2)CC1	i	0	i	i	-1	-11	i	5	i	.	1.1
COc1ccccc1C(=O)NNC(=O)c1ccc(NC(=O)C(C)C)cc1	i	-3	i	i	3	-10	i	-5	i	.	-1.0
Cc1ccc(S(=O)(=O)N(C)c2ccc3ccccc3c2)cc1	i	-2	i	i	14	8	i	-5	i	i	-0.5
C=CCN(C(=O)c1csnn1)C(C(=O)NC1CCCC1)c1cccs1 (stereo not drawn)	i	-4	i	i	-4	-7	i	16	i	i	-0.1
CN(Cc1cnccn1)C(=O)CC1C(=O)NCCN1Cc1cccc(F)c1 (stereo not drawn)	i	-1	i	i	6	-29	i	-4	i	i	-0.8
CCCC(=O)Nc1cc(-c2nnc(OC)c3ccccc23)ccc1N1CCCCC1	i	9	i	i	20	3	i	19	i	i	-0.2

Going on with the list.
mol	TRPC4 agonist	IEC-6 cytotox	TRPC6 inhibitor	TRPC4 block	aSyn UTR inh	KLF5 inhibitor	TRPC6 act	SKKanGAS inh	TRPC4 potent	MrgX1 antag	HIF act
Cc1ccc(-c2ccc(SCC(=O)N3CCN(c4ccccc4)CC3)nn2)cc1	i	-8	i	i	-91	5	i	1	i	i	0.7
CCOC(=O)c1ccc(NC(=O)CC2COc3ccccc3O2)cc1 (stereo not drawn)	i	0	-7.4*	i	15	-26	i	-2	i	i	0.3
O=C(CN1C(=O)NC(Cc2ccccc2)C1=O)Nc1ccccc1 (stereo not drawn)	i	0	i	i	-26	-13	i	-6	i	i	1.3
Cc1nn(-c2ccccc2)c(N)c1Sc1ccc([N+](=O)[O-])cc1	i	1	i	i	-10	-6	i	13	i	i	0.4

Source: PubChem BioAssay
